Compound activity deposited in PubChem by National Center for Advancing Translational Sciences (NCATS).
N370S GC mod: qHTS Assay for Inhibitors and Activators of N370S glucocerebrosidase as a Potential Chaperone Treatment of Gaucher Disease; Lysosomal acid glucosylceramidase (Homo sapiens), P04062; N370S GC spleen homogenate, 4MU-glucoside fluorescence; Potency, µM (doses to about 59.4 µM), without a hit: at the highest dose activity change, negative = inhibition, most hits filed as inhibitors; 330,000 compounds, 0.092% hits; AID 2101, 2009;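 also: 0% = full enzyme activity and -100% = no enzyme basal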
TDP1 cell CPT: qHTS for Inhibitors of human tyrosyl-DNA phosphodiesterase 1 (TDP1): qHTS in cells in presence of CPT; chicken DT40 Tdp1-/-;hTDP1 cells + 20 nM CPT, ATP luminescence, 48 h; Potency, µM (top dose mostly 46.2 µM), for inactives: top-dose activity change, negative = growth inhibition, hits mostly inhibitors; AID 686979, 2013; 420,000 compounds, 12% hits; also: nearly all actives have a fitted effect of over 55% in size
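Chicken DT40 Tdp1-/- cells stably complemented with human TDP1 were seeded at 400 cells/well in medium containing 20 nM camptothecin, exposed to pin-transferred compounds, and grown at 37 °C for at least 48 hr. Viability was read as ATP luminescence.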
FEN1 inh: qHTS Assay for the Inhibitors of Human Flap endonuclease 1 (FEN1) | Recombinant FEN1 flap cleavage, fluorescence, 15 min | 390,000 compounds, 0.35% hits | Potency, µM (top dose mostly 114 µM), without a hit: at the top dose activity change, negative = inhibition, hits mostly inhibitors; also: nearly all actives have a fitted effect of over 65% in size
Target sequence (P39748 whole entry, looked up): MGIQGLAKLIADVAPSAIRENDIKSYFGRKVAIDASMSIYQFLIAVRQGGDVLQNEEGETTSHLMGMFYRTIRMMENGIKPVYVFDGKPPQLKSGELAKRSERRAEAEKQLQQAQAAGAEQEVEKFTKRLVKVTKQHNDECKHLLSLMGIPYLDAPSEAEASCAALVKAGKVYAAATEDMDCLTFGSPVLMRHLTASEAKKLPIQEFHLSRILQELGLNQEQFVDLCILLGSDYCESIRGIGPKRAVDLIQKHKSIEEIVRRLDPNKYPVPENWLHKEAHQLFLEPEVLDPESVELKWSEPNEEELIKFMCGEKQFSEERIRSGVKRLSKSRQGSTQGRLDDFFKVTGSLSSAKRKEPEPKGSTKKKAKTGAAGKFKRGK
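Read-out was taken twice, immediately and after 15 min, following addition of 50 nM substrate to 10 nM FEN1 that had sat with test compound for 15 min at room temperature. Curves came from a four-parameter Hill model.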
* hit, by the source's call; u = inconclusive; x = not tested or not shown; & = joins results of further samples. Calls follow the shape of the dose curve; as a rule, active = well fitted curve in the direction sought with a large enough effect; inconclusive = small, poorly fitted or top-dose-only effect, or another doubt; inactive = no such curve, though single readings can be large; an effect the other way counts as inactive or inconclusive. Unless noted, % is scaled to controls: 0 for no effect and ±100 for the full control effect; potency is read from the fitted curve at half-maximal effect.

The opening 3 entries (preview)
#1 Cc1cccc(C(=O)OCC(=O)Nc2nccs2)c1
#2 COc1ccc(-c2nc3sc(CCNC(=O)c4cc(OC)c(OC)c(OC)c4)c(C)n3n2)cc1
#3 Cc1nn(C)cc1C(=O)Nc1c(C)nn(Cc2ccccc2Cl)c1C
entry no.	1	2	3
N370S GC mod	-10.0%	x	0.6%
TDP1 cell CPT	-13.3%	23.1µM*	-15.1%
FEN1 inh	2.5%	-13.5%	3.6%

The listing, previewed entries included:
#1 Cc1cccc(C(=O)OCC(=O)Nc2nccs2)c1
#2 COc1ccc(-c2nc3sc(CCNC(=O)c4cc(OC)c(OC)c(OC)c4)c(C)n3n2)cc1
#3 Cc1nn(C)cc1C(=O)Nc1c(C)nn(Cc2ccccc2Cl)c1C
#4 Cc1cc(C)nc(NC2=NCC(=O)N2c2cccc(Cl)c2)n1
#5 COc1ccc(OC)c(-c2noc(N3CCN(c4ccc(C(C)=O)cc4)CC3)n2)c1
#6 COc1ccc(OCCCC(=O)OCC(=O)Nc2ccc(Cl)cn2)cc1
#7 CC(CC(F)(F)F)N1CCC(n2nccc2NC(=O)CCOc2ccccc2)CC1 (stereo unspecified)
#8 Cc1cc(-c2ccc(C)c(S(=O)(=O)NCCc3ccccc3)c2)on1
entry no.	1	2	3	4	5	6	7	8
N370S GC mod	-10.0%	x	0.6%	-1.4%	x	4.4%	3.1%	x
TDP1 cell CPT	-13.3%	23.1µM*	-15.1%	1.1%	u	-4.2%	-12.7%	u
FEN1 inh	2.5%	-13.5%	3.6%	-9.2%	-3.0%	-9.4%	13.1%	3.8%

Two records picked at random from the list so far, as already listed:
#4 Cc1cc(C)nc(NC2=NCC(=O)N2c2cccc(Cl)c2)n1
#2 COc1ccc(-c2nc3sc(CCNC(=O)c4cc(OC)c(OC)c(OC)c4)c(C)n3n2)cc1
entry no.	4	2
N370S GC mod	-1.4%	x
TDP1 cell CPT	1.1%	23.1µM*
FEN1 inh	-9.2%	-13.5%

Additional results follow:
#9 CCCN1CCC(=NNC(=O)CSc2cc(C)c(Br)cc2C)CC1
#10 Cc1cc(C)c(NC(=O)CCc2c(C)noc2C)c(C)c1
#11 COc1ccc(N(C)C(=O)c2cc3c(Cl)nc4ccccc4c3s2)cc1
#12 Cc1ccc(-c2ccc(/C=N\NC(=O)c3cc4c(ccc5ccccc54)o3)o2)cc1[N+](=O)[O-]
#13 Cc1sc2ncn(CC(=O)N(C)C3CCCCC3)c(=O)c2c1C
#14 O=C(c1cccs1)N1CCN(Cc2ccccc2)CC1
#15 C/C(=N\NC(=S)NCc1ccccc1)c1ccco1
#16 COc1cc(C(c2oc(CO)cc(=O)c2O)c2oc(CO)cc(=O)c2O)cc(OC)c1OC
entry no.	9	10	11	12	13	14	15	16
N370S GC mod	10.1%	x	17.5%	2.4%	-19.9%	3.9%	2.1%	-3.6%
TDP1 cell CPT	-14.8%	-11.2%	u	10.3µM*	-3.2%	-1.0%	u	-1.0%
FEN1 inh	9.2%	0.9%	1.7%	-11.2%	-1.0%	6.1%	-7.1%	11.5%

#17 O=C(CC1SCCNC1=O)Nc1cccc(Cl)c1 (stereo unspecified)
#18 Cc1c(O)cc2n(c1=O)-c1ccccc1C2(C)C
#19 NC(=O)c1cc(S(=O)(=O)NC2CCCCC2)co1
#20 Cc1nnc2c(N3CCN(CCO)CC3)nc3ccccc3n12
#21 CC(C)NC(=O)c1ccc(CN2CCC(Cc3ccccc3)CC2)cc1
#22 O=C(OCC#CCSc1nnc(-c2cccc3ccccc23)o1)c1cccs1
#23 CC(C)CN(C(=O)c1cccc(S(=O)(=O)N2CCCCC2)c1)C1CCS(=O)(=O)C1 (stereo unspecified)
#24 Nc1nc(-c2cccnc2)nn1C(=O)c1ccc(F)cc1
entry no.	17	18	19	20	21	22	23	24
N370S GC mod	-0.8%	1.4%	u	-9.9%	-1.5%	11.2%	3.4%	-4.2%
TDP1 cell CPT	0.8%	-7.0%	-21.3%	16.0%	-3.4%	-0.8%&-26.4%	-12.1%&1.7%	-6.1%
FEN1 inh	1.4%	10.3%	-3.6%	19.8%	-0.1%	-10.6%&-11.2%	19.4%&-9.4%	-2.1%

#25 O=C(CN1C(=O)C2CC=CCC2C1=O)NCC1COc2ccccc2O1 (stereo unspecified)
#26 Cn1ccnc1C1CCCCN1C(=O)c1cc(COc2ccc(F)cc2Cl)on1 (stereo unspecified)
#27 CCn1cc(/C=N\NC(=O)c2ccc(F)cc2)cn1
#28 O=C(NNC(=O)c1cc(Br)c(Br)s1)c1ccncc1
#29 CC(C)=CCN1CCN(Cc2nc(-c3ccc(F)cc3)cs2)CC1CCO (stereo unspecified)
#30 Cc1ccc2cc(C#N)c(N3CCN(C)CC3)nc2c1
#31 CCn1cc(C(=O)NCCc2ccc(OC)c(OC)c2)c(=O)c2cc(S(=O)(=O)N3CCc4ccccc4C3)ccc21
#32 Cc1ccnc(NC2OC(=O)c3ccccc32)c1 (stereo unspecified)
entry no.	25	26	27	28	29	30	31	32
N370S GC mod	-2.3%	1.2%	6.5%	x	-25.3%	-25.8%	x	5.1%
TDP1 cell CPT	-19.4%	u	2.4%	-2.6%	u	-4.8%	u	-6.7%
FEN1 inh	7.2%	1.0%	11.1%	-0.6%	-1.7%	-3.8%	-10.9%	5.4%

#33 CCCCC12CN3CC(C)(CN(C1)C3c1c[nH]c3ccccc13)C2=O (stereo unspecified)
#34 O=c1oc(CCO)cc2ccc(C#Cc3ccsc3)cc12
#35 Cc1ccccc1CNC(=O)/C=C\C(=O)O
#36 CCOc1cc(C2C3=C(CCCC3=O)Nc3ccc4ncccc4c32)ccc1O (stereo unspecified)
#37 Cc1nn(C)c(Cl)c1CN1CCC(Oc2ccc(C(=O)N3CCCC3)cc2)CC1
#38 Cc1ccc(CCNC(=O)C2CCCN(S(=O)(=O)c3c(C)nn(C)c3C)C2)cc1 (stereo unspecified)
#39 CN=C1C([N+](=O)[O-])=CC=C2C1=NC1(CCCCC1)N2O
#40 Cc1noc(C)c1S(=O)(=O)Nc1ccc2c(c1)CC(=O)N([C@H](C)CO)C[C@H](C)[C@@H](CN(C)CC1CC1)O2
entry no.	33	34	35	36	37	38	39	40
N370S GC mod	x	x	-6.8%	7.8%	-19.4%	3.5%	25.3%	x
TDP1 cell CPT	u	u	2.7%	u	-21.7%	u	-2.6%	-7.9%
FEN1 inh	-13.2%	u	-2.6%	1.5%	-0.4%	-3.4%	-4.3%	0.3%

#41 COCCn1c(=O)c(-c2ccc(OC)cc2)nc2cnc(Oc3ccc(OC)cc3)nc21
#42 COc1ccc(OC)c(CCNC(=O)c2ccc(CS(=O)Cc3ccc(Cl)cc3)o2)c1 (stereo unspecified)
#43 COc1cc(OC)c(OC)cc1/C=N/NC(=O)c1ccc(CSc2nc(C)cc(C)n2)cc1
#44 COC(=O)c1nn(-c2cccc(Cl)c2)cc(OC)c1=O
#45 O=C(CN1C(=O)C2(OCCCO2)c2ccccc21)NCc1ccccc1
#46 CC(C)c1ccc(NC(=O)CSc2nc3ccsc3c(=O)n2Cc2ccc(C(=O)O)cc2)cc1
#47 CCN(C(=O)C1CCN(S(=O)(=O)c2ccc3c(c2)CCCN3C(=O)C2CCC2)CC1)c1cccc(C)c1
#48 Cc1cccc(C)c1OCc1nc2c3cnn(-c4ccccc4F)c3ncn2n1
entry no.	41	42	43	44	45	46	47	48
N370S GC mod	1.6%	-0.3%	x	-4.5%	1.8%	22.5%	x	x
TDP1 cell CPT	11.2%	23.1µM*	-11.1%	-11.8%	-24.0%	u	16.4µM*	-6.5%
FEN1 inh	x	7.3%	-1.2%	15.7%	11.9%	u	-4.2%	-1.4%

#49 COc1ccc(NCc2nnc(SCC(=O)c3ccc(OC)cc3)n2C)cc1
#50 CN(C(=O)c1ccc(OC2CCN(S(=O)(=O)N(C)C)CC2)cc1)C1CCCCC1
#51 COc1cc(OC)c(C2Nc3ccccc3-c3nnc(SCc4ccccc4)nc3O2)cc1OC (stereo unspecified)
#52 Cc1ccc(Nc2nc(N)nc(CC#N)n2)cc1
#53 O=C(NCc1ccco1)/C(=C/c1ccco1)NC(=O)c1ccccc1
#54 O=C(NC1CCC(O)CC1)c1ccc(S(=O)(=O)NCc2ccco2)cc1 (stereo unspecified)
#55 O=C1CSC(c2cccc([N+](=O)[O-])c2)N1c1ccc(O)cc1 (stereo unspecified)
#56 O=C(CCn1cnc(-c2ccccc2)c1-c1ccccc1)N/N=C/c1ccccc1O
entry no.	49	50	51	52	53	54	55	56
N370S GC mod	-22.7%	0.0%	x	-9.7%	-2.3%	8.2%	5.1%	-2.6%
TDP1 cell CPT	-21.7%	20.6µM*	u	0.5%	-17.0%	-1.2%	-15.9%	5.17µM*
FEN1 inh	2.8%	-2.8%	1.6%	-13.1%	8.9%	1.1%	-16.1%	-15.9%

#57 CCO[C@@H]1OC(C(=O)O)=C[C@H](c2ccccc2)[C@H]1CCCO
#58 COc1ccc(CCC(=O)N2CCN(c3ccc([N+](=O)[O-])cc3)CC2)cc1OC
#59 Cc1ccc(CN2C(=O)C(Cc3ccccc3)Nc3ncnc(N4CCCCC4)c32)cc1 (stereo unspecified)
#60 O=C(NCC(=O)N1CCOCC1)c1ccccc1
#61 CC(C)(C)C(=O)COC(=O)c1cc2ccccc2cc1O
#62 O=C(CN(C1CCCCC1)C1CCCCC1)N1CCc2ccccc2C1
#63 COc1cc(C2C(C#N)=C(N)Oc3cc(N)ccc32)cc(OC)c1OC (stereo unspecified)
#64 CCN(CC(=O)NCc1ccc(Cl)cc1)C(=O)c1sccc1C
entry no.	57	58	59	60	61	62	63	64
N370S GC mod	x	-8.5%	-13.1%	-4.9%	16.9%	-16.5%	5.4%	x
TDP1 cell CPT	0.0%	u	18.4µM*	2.5%	-14.9%	u	0.92µM*	u
FEN1 inh	17.6%	9.0%	0.4%	-10.7%	4.9%	-3.1%	-1.2%	-2.5%

#65 CCN(CC)c1ccc(/C=N/NC(=O)C2CC2)cc1
#66 O=C(COC(=O)C1=Cc2ccccc2OC1)NC1CCCC1
#67 CCOC(=O)N1C(C)CN(/[N+]([O-])=N/Oc2ccc([N+](=O)[O-])cc2[N+](=O)[O-])CC1C (stereo unspecified)
#68 CC1CCCN(C(=O)COC(=O)C2CCN(S(=O)(=O)c3c(Cl)cccc3Cl)CC2)C1 (stereo unspecified)
#69 Cc1ccc(NC(=S)N(Cc2ccccc2)C(C)C)cc1
#70 Cc1cc(/C=C2/NC(=O)N(c3ccccc3)C2=O)c(C)n1C(C)C
#71 COc1ccc(-c2c(NC(=O)c3ccco3)oc3ccccc3c2=O)cc1
#72 COc1ccc(CCNC(=O)CSCc2n[nH]c(=O)[nH]2)cc1OC
entry no.	65	66	67	68	69	70	71	72
N370S GC mod	u	0.1%	-5.5%	0.0%	5.8%	-3.1%	-15.3%	2.6%
TDP1 cell CPT	u	1.7%	x	u	-15.2%	u	-14.3%	-11.7%
FEN1 inh	12.6%	-4.7%	-1.9%	-15.0%	3.2%	-6.0%	4.6%	1.5%

#73 CC(C)(O)C#Cc1ncc(C(F)(F)F)cc1Cl
#74 CN1CCN(C(=O)c2cn(C)c3ccc(S(=O)(=O)N(C)C4CCCCC4)cc3c2=O)CC1
#75 CCOc1nc(-c2ccccc2)ccc1-c1noc(-c2ccncc2)n1
#76 CCS(=O)(=O)c1nc(S(=O)(=O)c2ccc(Cl)cc2)c(N2CCc3ccccc3C2)s1
#77 Cc1cccc(N(C(=O)c2snc(C(N)=O)c2N)C(C(=O)NC2CCCC2)c2ccc(C)o2)c1 (stereo unspecified)
#78 Cc1cccnc1NC(=S)Nc1ccc(F)cc1F
#79 CCSc1c([N+](=O)[O-])c(=O)n(-c2ccccc2)c2ccccc12
entry no.	73	74	75	76	77	78	79
N370S GC mod	-1.9%	-3.9%	11.4%	-13.1%	28.3%	1.4%	x
TDP1 cell CPT	-27.1%	u	-15.6%	u	18.4µM*	-3.5%	-23.6%
FEN1 inh	-1.2%	13.9%	-0.7%	1.0%	9.5%	6.7%	u

This is a subset (hit frequency here may not be typical).
